Source: PubChem
GalR3 antagonist: blocks the human galanin receptor 3; O60755; HEK293 GalR3-CNG cAMP membrane potential fluorescence; galR3 body fused to GalR1 C-terminus; inhibition, % at 3 µM; hit rate 0.44% among 360,000;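 active means inhibition above the screen-wide average plus 3 SD, cut at about 13% in these data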;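 further: forskolin and galanin both at EC90 stimulate the cells; cAMP rise reported by CNG channel membrane potential dye signal; 0% = forskolin plus galanin with DMSO and 100% = forskolin alone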
Target sequence (O60755 1-299 limits assumed): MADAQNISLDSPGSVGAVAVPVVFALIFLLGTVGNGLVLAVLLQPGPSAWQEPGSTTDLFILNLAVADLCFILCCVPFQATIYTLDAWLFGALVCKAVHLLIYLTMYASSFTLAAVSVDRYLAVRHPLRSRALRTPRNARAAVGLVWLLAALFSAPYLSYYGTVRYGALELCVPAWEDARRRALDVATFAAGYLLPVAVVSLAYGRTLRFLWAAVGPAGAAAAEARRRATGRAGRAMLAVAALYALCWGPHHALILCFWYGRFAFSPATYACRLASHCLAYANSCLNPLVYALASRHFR
* marks the source's active call; other numbers are inactive results. Some of the compounds tested; the hit share may differ from the screen's.

SMILES	GalR3 antagonist
Cc1nn(-c2ccc(Cl)cn2)c2c1C(=O)CC(C)(C)C2Br (centres undefined)	-8
O=C(COC(=O)Cc1ccc(Br)cc1)NCc1ccccc1	-4
COC(=O)c1cccc(-n2c(C)cc(/C=C3\SC(=O)NC3=O)c2C)c1	1
O=C(CN(c1ccccc1Cl)S(=O)(=O)c1ccccc1)NC1CC2CCC1C2 (centres undefined)	-5
Cn1c(=O)[nH]c(N)c(Br)c1=O	-5
CCOC(=O)[C@]12CCCC=C1N(Cc1ccc(Cl)cc1Cl)C(=O)[C@H](CC(=O)N1CCOCC1)C2	-5
CC(C)(C)c1ccc(C(=O)N2CCOC23CCCCC3)cc1	-1
CC(C)c1ccc(C(C(C(=O)c2ccccc2)N2CCOCC2)N2CCOCC2)cc1 (centres undefined)	-3
CCOc1ccccc1C(=O)NC(C(=O)OCn1nnc2ccccc2c1=O)C(C)C (centres undefined)	-2
O=C(NCC1CCN(C(=O)C(=O)c2cccs2)CC1)c1ccc2c(c1)CCO2	-6
COC(=O)c1ccc(CNC(=O)Cn2cnc3c(NCc4ccccc4)ncnc32)cc1	-6
c1ccc2c(c1)nc1n2CCC1	-3
COc1cccc(S(=O)(=O)N(C)C[C@@H]2Oc3cc(Br)ccc3S(=O)(=O)N([C@@H](C)CO)C[C@@H]2C)c1	-4
CC(=O)Nc1c(Cl)cc2c(c1Cl)Cc1ccccc1-2	-1
CC1=CCC[C@@H]2[C@]3(CC/C(=C/CO)CO)CO[C@@]2(C1)[C@@H](O)C[C@H]3C	-7
CCN1C(=O)[C@H]2[C@@H](c3ccc(C)cc3)N[C@]3(CCCN(Cc4ccc(C)cc4)C3=O)[C@H]2C1=O	-7
COC(=O)C[C@@H]1CC[C@@H](NC(C)=O)[C@@H](CO)O1	-5
COc1ccc(NC(=O)C2(C)CCN2Cc2ccc(OC(F)(F)F)cc2)cc1OC (centres undefined)	3
COc1ccc(CN2C(=O)C(CC(=O)NC(c3ccccc3)c3ccccc3)CC(C(=O)N(C(C)C)C(C)C)=C2C)cc1 (centres undefined)	-7
Cc1cccc(C)c1[N+](=O)[O-]	0
Cc1ccccc1-c1cnc2c(c1)C(=O)N([C@@H](C)CO)C[C@@H](C)[C@H](CN(C)Cc1ccccc1F)O2	-3
C[C@@H]1[C@H]2[C@@H]3CC[C@@H](C3)[C@H]2CN[C@H]1c1cn(Cc2ccccc2)c2ccccc12	-5
O=C1C=CC2(O[C@H](c3ccccc3)[C@@H](c3ccccc3)O2)[C@H](Sc2ccccc2O)C1	16*
CCN(CC)C(=O)C1=C(C)N(CCC2=CCCCC2)C(=O)C(CC(=O)NCc2ccco2)C1 (centres undefined)	-7
C[C@@H]1COc2cc(NCCO)ccc2S(=O)(=O)N1	-4
O=C(N[C@H](Cc1ccccc1)C(=O)NCCN1CCOCC1)[C@H]1O[C@@H](n2ccc(=O)[nH]c2=O)[C@H](O)[C@@H]1O	-8
COc1ccc(-c2nc3ccc(Br)cn3c2CC(C)(C)C)cc1OC	-7
CCCN(CCC)Cc1cc(=O)oc2cc(OC)c(Cl)cc12	-7
CC(=O)N(CC(=O)N(CC(=O)O)c1ccc(Cl)cc1)c1ccc(Cl)cc1	-4
O=C(O)C1C=Cc2ccccc2N1C(=O)c1ccccc1 (centres undefined) (tested in a mixture with another compound)	-6
COc1ccc(Cn2cc(CN3CC(N4CCN(C)CC4)CS3(=O)=O)nn2)cc1 (centres undefined)	-6
Cc1ccc(CN2CCC(C(=O)c3ccc(F)cc3)CC2)cc1	0
CC1(C(=O)NCc2cccs2)Cc2c(-c3ccccc3)ccnc2O1 (centres undefined)	-1
Nc1ccc(C(=O)Nc2ccc3c(O)cc(S(=O)(=O)O)cc3c2)cc1	2
COc1ccc(N2CCN(C(=O)Oc3ccc([N+](=O)[O-])cc3)CC2)cc1	-6
CCc1c(O)nc(SCC(=O)Nc2ccc(Cl)cc2)n(-c2ccccc2)c1=O	-3
COC(=O)[C@H](NCc1ccc(OC)c(B(O)O)c1)C(C)C	-5
COc1ccc(Br)c(C(=O)OCC(=O)N2CCC(Cc3ccccc3)CC2)c1	-5
CN(C)c1ccc(C=NNC(=O)c2cccc3ccccc23)c(Cl)c1	-5
COc1cc(C(=O)N2CCCC(C)(C(=O)NS(=O)(=O)C3CC3)C2)cc(OC)c1OC (centres undefined)	-2
CCCCN1C(=O)C(CC(=O)NCc2ccco2)CC(C(=O)N(CC)CC)=C1C (centres undefined)	6
O=[N+]([O-])c1ccc(S(=O)(=O)N2CCN(c3ccccn3)CC2)cc1	-2
CCOC(=O)Nc1cccc2c1-c1ccc([N+](=O)[O-])cc1C2=O	-1
COCCNc1ncnc2c1ncn2[C@H]1CN(CCc2ccccc2)C[C@@H](CO)O1	-3
COCCN(C(=O)COC(=O)CCC1CCCCC1)c1c(N)n(Cc2ccccc2)c(=O)[nH]c1=O	-2
Cc1ccc(S(=O)(=O)N2C[C@@H]3CCCC[C@@H]3[C@@H](C)[C@H]2CC(=O)c2ccccc2)cc1	-3
NC(c1ccncc1)c1ccc(Cl)cc1 (centres undefined)	-3
CC(C)CN(C(=O)COC(=O)CCSc1ccc(Cl)cc1)c1c(N)n(Cc2ccccc2)c(=O)[nH]c1=O	-5
CCOc1ccc(NS(=O)(=O)c2cccc(C(=O)N3CCN(C/C=C/c4ccccc4)CC3)c2)cc1	-6
N#CCSc1ccccc1NC(=O)CN1C(=O)C2CC=CCC2C1=O (centres undefined)	-2
COc1cc2oc(=O)cc(CN3CCCCCCC3)c2cc1Cl	-4
Cc1cn(C2CCCCO2)c(=O)[nH]c1=O (centres undefined)	-2
Cc1ccccc1NC(=O)c1cc(S(=O)(=O)N2CCCCC2)ccc1N1CCOCC1	-9
CCc1cc(-c2cnnn2CCc2c[nH]c3ccccc23)ccc1-c1cn(CC(C)C)nn1	1
[N-]=[N+]=NC(c1ccccc1)C(NC(=O)c1cc(C(F)(F)F)cc(C(F)(F)F)c1)c1ccccc1 (centres undefined)	-9
C[C@@H]1CC=C[C@@H]2[C@H]1C(=O)N(Cc1ccccc1)[C@H]2c1ccccc1Br	-9
COc1ccc(NC(=O)c2cc(C3CCCCN3C(=O)CCCc3ccccc3)on2)c(C)c1 (centres undefined)	0
CCC(C)CN1C(=O)CN(S(C)(=O)=O)CC1(C)C(=O)Nc1ccc2c(c1)OCCO2 (centres undefined)	-3
Cc1ccc2c(C)c(C(=O)NCC3CCOCC3)oc2c1C	-7
Cc1cn(C2CC(O)C(CO)O2)c(=O)n(CCCc2ccccc2)c1=O (centres undefined)	-6
Next section.
SMILES	GalR3 antagonist
CCN(C(=O)CSc1nnc(-c2ccccc2C)n1C)c1c(N)n(Cc2ccccc2)c(=O)[nH]c1=O	-3
COC(=O)[C@]12CCCCC=C1N(Cc1ccc3c(c1)OCO3)C(=O)[C@H](CC(=O)NCCC(C)C)C2	-7
CCN(CC)C(=O)Cn1cc(S(=O)(=O)CC(=O)Nc2cccc(NC(C)=O)c2)c2ccccc21	-8
NC(Cc1ccc(C(F)(F)F)cc1)c1csc(Nc2nncc3ccccc23)n1 (centres undefined)	4
C=CCn1c(SCC(=O)Nc2ccc(Br)cc2)nc(O)cc1=O	-4
O=C1N[C@@H](c2ccccc2)COC(=O)[C@H](Cc2ccc(F)cc2)C/C=C\C[C@H]1CC(=O)N(CCO)Cc1ccccc1	-8
O=C(Nc1ccccc1F)c1csc(COCCO)n1	1
CC(C)CN(C(=O)CN(C)C(=O)Cc1c(F)cccc1Cl)c1c(N)n(CC(C)C)c(=O)[nH]c1=O	-10
CC(=O)c1ccc(Nc2nc(C(N)Cc3ccc(C(F)(F)F)cc3)cs2)cc1 (centres undefined)	-4
CC(CN1CC(=O)NC(=O)C1)N1CC(=O)NC(=O)C1 (centres undefined)	0
COc1cccc(NC(=O)CN(C)C(=O)Cc2ccc3c(c2)OCCO3)c1	-3
O=C(Cc1cccc(NC(=O)C2CCN(C(=O)C3CCCCC3)CC2)c1)Nc1cccc(C(=O)N2CCOCC2)c1	-5
Cc1ccc2nc(CC(O)(c3ccccc3)c3ccccc3)ccc2c1	-5
CN(C)c1ccc(-c2ccnc3c2CC(C)(C(=O)Nc2ccc(F)c(Cl)c2)O3)cc1 (centres undefined)	-9
Nc1ccc2c(c1)Cc1cc(N)c(Br)cc1-2	-1
Cc1ccc(NC(=O)c2ncn(CCCN[C@H](C)c3cccc4ccccc34)n2)cc1C	-8
COc1cc(NC(=O)c2cc(-c3cc(F)ccc3OC(C)C)n[nH]2)cc(OC)c1OC	-6
COC(=O)C1=C(C(=O)OC)C2C=CC1C1C(OC(C)=O)C(OC(C)=O)C21 (centres undefined)	2
O=C(Cc1c[nH]c2ccccc12)Nc1ccc(Nc2cccnc2)c(Br)c1	-6
CCOC(=O)CCC(NC(=O)c1ccc(CNc2nc3cc(C(F)(F)F)ccc3nc2C(=O)OCC)cc1)C(=O)OCC (centres undefined)	-4
O=C(O)c1cccc2c1C(=O)c1cc([N+](=O)[O-])ccc1-2	-3
CSc1nc(N)n2nccc2n1	-8
CCOc1cc(OCC)cc(C(=O)N2CCC[C@H]2C(=O)N2CCC[C@H]2C(=O)N[C@@H](C)c2ccccc2)c1	-4
NS(=O)(=O)c1ccc(CCNC(=O)c2ccc(Cl)c(S(=O)(=O)N3CCCCCC3)c2)cc1	6
CCOc1ccc(NC(=O)CN(C)C(=O)C2CC(=O)N(CCc3ccc(OC)c(OC)c3)C2)cc1OCC (centres undefined)	-1
CN(CCN1CCOCC1)C(=O)c1cc(COc2ccc(F)cc2Cl)on1	-3
Cc1ncc(CO)c(/C=N/NC(=O)c2ccoc2C)c1O	-1
Cc1ccc(N2CCN(C(=O)C(=O)c3cccc([N+](=O)[O-])c3)CC2)cc1	-5
COCCNc1nc2cc(-c3cccc(Cl)c3)sc2c(=O)n1C	-7
O=C(Nc1ccccc1Cl)c1cc(C2CCCN(C(=O)c3cccs3)C2)on1 (centres undefined)	-5
CCCN(C)C[C@@H]1Oc2ncc(Br)cc2C(=O)N([C@@H](C)CO)C[C@H]1C	-6
COc1cc(NCCCn2cnc3c(OCc4ccccc4)ncnc32)cc(OC)c1OC	-5
Cc1cc(S(=O)(=O)c2ccc(Cl)cc2)nc(S(=O)(=O)c2ccc(Cl)cc2)c1C#N	16*
CCCOc1ccc(F)cc1-c1cc(C(=O)Nc2ccccc2)[nH]n1	-7
CCOC(=O)N1CCN(C(=O)C[C@@H]2C[C@@]3(C(=O)OC)CCCCC=C3N(Cc3ccc(Cl)cc3Cl)C2=O)CC1	-6
CCCN=C1N(CC)C[C@@H]2[C@@H]3C(=O)N(Cc4ccccc4)C(=O)[C@@H]3[C@](C)(C(=O)OC)N12	-8
CC1CCCC(NC(=O)c2cc(S(=O)(=O)N3CCCCC3)c[nH]2)C1C (centres undefined)	-1
Cc1cc(C)c2nc(Nc3nc(CSc4nc5ccccc5[nH]4)cc(=O)[nH]3)nc(C)c2c1	5
CCNC(=O)C1(C)CCN(Cc2ccc(C#N)cc2)C1 (centres undefined)	-5
Cc1ccc(C(=O)N[C@H](C(=O)N2CCN(c3ncccn3)CC2)C(C)C)cc1	-2
COc1cc(C(=O)NC2CC(C)CC(C)(C)C2)cc(OC)c1OC (centres undefined)	-5
CC(C)C[C@H]1CN(CCCC[C@H]2CNC(=O)C(=O)N2CCc2ccc(O)cc2)C(=O)C(=O)N1CCC1CCCCC1	-1
CCN(CC)C(=O)[C@H]1CC(CC(=O)NCCc2ccccn2)C(=O)N2CCc3c([nH]c4ccc(OC)cc34)[C@]12C (some centres undefined)	-7
CCOC(=O)C1CCCN(C(=O)c2cc(F)ccc2C)CC1 (centres undefined)	-5
COCCNC(=O)C1(C)CCN(C(=O)c2ccc3sccc3c2)C1 (centres undefined)	-6
O=C(CC1C[C@H](C(=O)N2CCOCC2)[C@@]2(CCC3CCCC3)c3[nH]c4ccccc4c3CCN2C1=O)NCc1cccc(C(F)(F)F)c1 (some centres undefined)	-1
O=C(OCc1cc(=O)n2ccsc2n1)C1(c2ccccc2)CC1	-4
CCOC(=O)[C@]12CCCC=C1N(Cc1cccc3ccccc13)C(=O)[C@H](CC(=O)NCc1cccc3ccccc13)C2	-6
Nc1nc2cc3c(cc2cc1C(=O)NCCc1c[nH]c2ccccc12)OCO3	4
COc1ccc(NS(=O)(=O)c2cccc(C(=O)N/N=C/c3c(F)c(F)c(F)c(F)c3F)c2)cc1	-9
CCOC(=O)C1CCCN(C(=O)c2ccc3sccc3c2)CC1 (centres undefined)	-7

Of the compounds above, 16 contain an NH in an aromatic ring.
SMILES	GalR3 antagonist
Cn1c(=O)[nH]c(N)c(Br)c1=O	-5
O=C(N[C@H](Cc1ccccc1)C(=O)NCCN1CCOCC1)[C@H]1O[C@@H](n2ccc(=O)[nH]c2=O)[C@H](O)[C@@H]1O	-8
COCCN(C(=O)COC(=O)CCC1CCCCC1)c1c(N)n(Cc2ccccc2)c(=O)[nH]c1=O	-2
CC(C)CN(C(=O)COC(=O)CCSc1ccc(Cl)cc1)c1c(N)n(Cc2ccccc2)c(=O)[nH]c1=O	-5
Cc1cn(C2CCCCO2)c(=O)[nH]c1=O (centres undefined)	-2
CCc1cc(-c2cnnn2CCc2c[nH]c3ccccc23)ccc1-c1cn(CC(C)C)nn1	1
CCN(C(=O)CSc1nnc(-c2ccccc2C)n1C)c1c(N)n(Cc2ccccc2)c(=O)[nH]c1=O	-3
CC(C)CN(C(=O)CN(C)C(=O)Cc1c(F)cccc1Cl)c1c(N)n(CC(C)C)c(=O)[nH]c1=O	-10
COc1cc(NC(=O)c2cc(-c3cc(F)ccc3OC(C)C)n[nH]2)cc(OC)c1OC	-6
O=C(Cc1c[nH]c2ccccc12)Nc1ccc(Nc2cccnc2)c(Br)c1	-6
CCCOc1ccc(F)cc1-c1cc(C(=O)Nc2ccccc2)[nH]n1	-7
CC1CCCC(NC(=O)c2cc(S(=O)(=O)N3CCCCC3)c[nH]2)C1C (centres undefined)	-1
Cc1cc(C)c2nc(Nc3nc(CSc4nc5ccccc5[nH]4)cc(=O)[nH]3)nc(C)c2c1	5
CCN(CC)C(=O)[C@H]1CC(CC(=O)NCCc2ccccn2)C(=O)N2CCc3c([nH]c4ccc(OC)cc34)[C@]12C (some centres undefined)	-7
O=C(CC1C[C@H](C(=O)N2CCOCC2)[C@@]2(CCC3CCCC3)c3[nH]c4ccccc4c3CCN2C1=O)NCc1cccc(C(F)(F)F)c1 (some centres undefined)	-1
Nc1nc2cc3c(cc2cc1C(=O)NCCc1c[nH]c2ccccc12)OCO3	4
